FBPA coupling cs: inhibits coupling enzyme system, counter-screen for aldolase hits. AID 2472. coupling enzyme system counterscreen, AmpLite Red fluorescence. hit rate 0.67% among 290,000. activity change, negative = inhibition, % at 58.2 µM, hits read low; in the data active = activity change below about -30%; note: % is set by controls: 0 for no effect and ±100 for the full control effect
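Counterscreen lacking aldolase: glyceraldehyde-3-phosphate coupling-enzyme reagent preincubated 10 min at RT with compound (at 57.5 uM final), then substrate/coupling system with AmpLite Red added; fluorescence read at 525/598 nm after 20 min RT.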
PKM2 activator: PKM2 (human) enzyme activation | purified PKM2, Kinase-Glo ATP luminescence, activation; response scale: 0% is enzyme alone, no compound | Potency, µM (series often up to 57.5 µM), for inactives: at the highest dose activation, hits mostly activators | hit rate 0.34% among 260,000 | AID 1631; note: potency is the fitted concentration of half-maximal effect; % is set by controls: 0 for no effect and ±100 for the full control effect; nearly all actives have a fitted effect of over 55% in size
Target sequence (P14618 whole entry, looked up): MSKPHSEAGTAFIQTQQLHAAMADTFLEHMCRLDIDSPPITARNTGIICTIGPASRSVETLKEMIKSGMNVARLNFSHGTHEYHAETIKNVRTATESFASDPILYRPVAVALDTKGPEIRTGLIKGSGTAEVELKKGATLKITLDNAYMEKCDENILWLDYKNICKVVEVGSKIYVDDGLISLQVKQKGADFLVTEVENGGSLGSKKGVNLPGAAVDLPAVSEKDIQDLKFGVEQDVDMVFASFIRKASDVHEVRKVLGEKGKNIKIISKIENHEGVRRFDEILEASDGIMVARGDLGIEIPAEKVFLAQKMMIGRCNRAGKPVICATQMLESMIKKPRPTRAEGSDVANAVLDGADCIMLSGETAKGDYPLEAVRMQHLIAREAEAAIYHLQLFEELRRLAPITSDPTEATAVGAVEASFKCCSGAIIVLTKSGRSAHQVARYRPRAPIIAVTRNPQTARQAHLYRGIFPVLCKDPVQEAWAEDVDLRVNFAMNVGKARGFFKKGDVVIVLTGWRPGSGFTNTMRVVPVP
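hPK-M2, >95% pure; 0.1 mM ADP / 0.5 mM PEP final; imidazole pH7.2 buffer w/ 7 mM MgCl2, 50 mM KCl; 1 h RT; Kinase-Glo lum. Intermediate enzyme activity for dual inhibitor/activator qHTS.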
CXXC DNA block: inhibitors of human MLL CXXC domain-DNA interaction; hit rate 0.037% among 290,000; Potency, µM (titrated, usually from 115 µM), without a hit: top-dose activity change, negative = inhibition, actives largely listed as inhibitors; Q03164; MLL-CXXC / FITC-HOXA9 DNA fluorescence polarization; active = well fitted inhibition curve with a large enough effect in the polarisation, with a control signal flat, not every such curve was filed as active; inconclusive = small, poorly fitted or top-dose-only effect, or effect the other way, or a change in a side signal; inactive = no such curve, though single readings can be large or run the other way; the % refers to the polarisation; note: potency is the fitted concentration of half-maximal effect
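Purified MLL-CXXC (added from a 7 uM solution) was preincubated 5 min at ambient with pinned compounds in 50 mM Tris-HCl pH 7.5, 50 mM NaCl, 1 mM DTT, 0.05% BSA. Fluorescein-labeled HOX-A9 DNA (50 nM solution) followed, 30 min, then polarization read.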
Giardia kill: Giardia lamblia killing; Giardia lamblia trophozoite viability; activity change, % at 7.66 µM, hits read low; hit rate 0.15% among 340,000; in the data active = activity change below about -80%; inconclusive = between about -30% and that limit;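 note: parasites exposed to compound for two days anaerobically before the ATP read; % is set by controls: 0 for no effect and ±100 for the full control effect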
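Luminescent ATP signal served as the viability read-out, measured 15-30 min after adding ATP detection reagent to trophozoites that had been incubated with compounds for 48 hrs at 37 deg C anaerobically at 100 cells/well.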
TRPV1 agonist: agonists of human vanilloid receptor 1 (TRPV1); Q8NER1; TRPV1-expressing cells, Fluo-8 calcium influx, agonist mode; activation, % at 8.33 µM; hit rate 0.19% among 320,000; AID 540275; in the data active = activation above about 80%; inconclusive = between about 30% and that limit; note: 0% is about no effect
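TRPV1-expressing cells were cultured overnight at 35.5C and loaded with Fluo-8 calcium dye for 40 to 90 min at room temperature. After a 10 s baseline, compound was added and calcium influx was read kinetically for 3 min (ex 480/em 520 nm).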
KCNH2 3.1 block: blocks the human KCNH2 3.1 channel isoform | U2OS KCNH2 3.1, thallium flux FluxOr; active compounds read low | activity change, % (tested at about 1.8 µM) | hit rate 0.95% among 340,000 | AID 720553;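 active = maximum activity change below -70%; inconclusive = maximum activity change from -70% to -50%; inactive = maximum activity change above -50%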;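 note: thallium influx rate constant from kinetic fluorescence after stimulation buffer; % is set by controls: 0 for no effect and ±100 for the full control effect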
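Virally transduced U2OS (3.1 isoform, 4 h infection in dark at RT) → overnight 37 C → FluxOr + Red40 in HBSS/HEPES, 45 min → stimulation buffer, 2 min kinetic read → rate constant vs DMSO controls.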
GALK inhibitor: blocks human galactokinase activity. P51570. Potency, µM (series often up to 57.5 µM), for the others: top-dose activity change, negative = inhibition, hits mostly inhibitors. hit rate 0.007% among 270,000. AID 1868. Purified GALK, Kinase-Glo residual ATP luminescence; note: potency is the fitted concentration of half-maximal effect; % is set by controls: 0 for no effect and ±100 for the full control effect
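Kinase-Glo Plus luminescence measured ATP left after a 1 h room-temperature reaction. The reaction used 5 nM GALK, 100 uM galactose and 35 uM ATP at pH 8.0 (20 mM HEPES, 5 mM MgCl2, 60 mM NaCl, 1 mM DTT, 0.01% BSA).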
B2AR arrestin: agonists driving beta-arrestin recruitment to human beta2-adrenergic receptor; Potency, µM (doses to about 46.1 µM), without a hit: at the highest dose activation, usual class: activators; hit rate 0.02% among 330,000; P07550; beta-arrestin recruitment to beta2AR, cell-based reporter; AID 492947;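 note: potency is the fitted concentration of half-maximal effect; 0% = DMSO controls and full agonism = EC100 isoproterenol or metaproterenol; nearly all actives have a fitted effect of over 65% in size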
USP2a block: blocks human ubiquitin-specific protease USP2a; O75604; USP2 core, Ub-CHOP2 coupled fluorogenic reporter, 485/531; Potency, µM (highest dose often 38.3 µM), inactives show top-dose activity change, negative = inhibition, hits mostly inhibitors; hit rate 0.01% among 330,000;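 note: potency is the fitted concentration of half-maximal effect; plate controls were DMSO wells for no effect and full inhibition by NEM control for full effect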
Target sequence (O75604 whole entry, looked up): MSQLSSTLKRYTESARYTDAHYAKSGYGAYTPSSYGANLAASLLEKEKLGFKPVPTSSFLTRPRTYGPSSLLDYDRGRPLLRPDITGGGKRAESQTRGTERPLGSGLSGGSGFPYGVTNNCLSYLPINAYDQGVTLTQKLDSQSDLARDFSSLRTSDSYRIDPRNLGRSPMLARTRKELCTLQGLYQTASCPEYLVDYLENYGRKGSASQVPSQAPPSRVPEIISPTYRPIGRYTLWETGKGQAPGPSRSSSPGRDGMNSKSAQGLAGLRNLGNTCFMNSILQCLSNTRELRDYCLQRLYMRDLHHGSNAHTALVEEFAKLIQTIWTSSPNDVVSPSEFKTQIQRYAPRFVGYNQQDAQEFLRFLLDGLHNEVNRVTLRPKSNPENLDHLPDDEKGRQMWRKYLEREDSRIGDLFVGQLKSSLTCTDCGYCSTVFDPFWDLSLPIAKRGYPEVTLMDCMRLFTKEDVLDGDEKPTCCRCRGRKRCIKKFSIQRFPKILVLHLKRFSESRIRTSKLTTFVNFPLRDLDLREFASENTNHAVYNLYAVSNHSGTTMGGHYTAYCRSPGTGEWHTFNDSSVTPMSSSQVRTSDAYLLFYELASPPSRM
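Cell-free coupled assay: 10nM USP2 core preincubated 30min RT with compound in Tris-HCl pH 8.0/CaCl2/CHAPS buffer, then 25nM Ub-CHOP2 and 25nM reporter substrate; fluorescence (Ex 485/Em 531) read after 60min RT, normalized to NEM inhibition, concentration-response curves fitted.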
Menin-MLL TR inh: displaces Texas Red mutant MLL peptide from human menin. O00255. Menin + Texas Red MLL mutant peptide, fluorescence polarization. Potency, µM (titrated, usually from 61.6 µM), for the others: at the top dose FP activity change, negative = inhibition, actives largely listed as inhibitors. hit rate 0.23% among 270,000. AID 1768; active = well fitted inhibition curve with a large enough effect in the polarisation, with a control signal flat, not every such curve was filed as active; inconclusive = small, poorly fitted or top-dose-only effect, or effect the other way, or a change in a side signal; inactive = no such curve, though single readings can be large or run the other way; the % refers to the polarisation; note: potency is the fitted concentration of half-maximal effect; % of control where 0% means no effect; many of its hits are not listed in these tables
hERG WT inh: KCNH2 (human, wildtype) channel inhibition; AID 720551; U2OS, BacMam KCNH2, thallium flux FluxOr; active compounds read low; activity change, % at 1.84 µM; hit rate 0.37% among 340,000; Q12809;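 active = maximum activity change below -70%; inconclusive = maximum activity change between -70% and -50%; inactive = maximum activity change above -50%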; note: % is set by controls: 0 for no effect and ±100 for the full control effect
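U2OS cells transduced with wild-type KCNH2 virus are loaded with FluxOr dye for 45 min, and thallium flux is measured in kinetic reads before and after stimulation buffer. Rate constants are normalized to DMSO controls.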
The depositor's hits bear a star; ? = inconclusive; . = no result given; [ ] = remark or other dose. Unless noted, calls come from the whole dose curve; as a rule, active = well fitted curve in the direction sought with a large enough effect; inconclusive = small, poorly fitted or top-dose-only effect, or another doubt; inactive = no such curve, though single readings can be large; an effect the other way counts as inactive or inconclusive.

SMILES	FBPA coupling cs	PKM2 activator	CXXC DNA block	Giardia kill	TRPV1 agonist	KCNH2 3.1 block	GALK inhibitor	B2AR arrestin	USP2a block	Menin-MLL TR inh	hERG WT inh
O=C(Nc1ccc(N2CCOCC2)c(Cl)c1)c1ccccc1Cl	-7	1%	5%	0	29	-13	2%	0.2%	1%	13%	3
O=C(CN1CCSCC1)N/N=C/c1ccc(F)cc1F	2	17%	-12%	0	0	7	1%	0.3%	-5%	0%	-2
CC(C)(C)NCCCCOc1ccccc1F	2	-1%	2%	1	1	10	-3%	-0.2%	0%	14%	10
C=CCn1c(=O)c(C(=O)NCc2ccc(Cl)cc2)c(O)c2ccccc21	-3	-1%[11.5 µM]	-4%	-10	0	-14	0%	0.1%	0%	17%	-9
Cc1ccc(N(Cc2cc(=O)[nH]c3ccccc23)C(=O)CCl)c(C)c1	3	.	?	-9	-2	-11	-5%	-0.4%	3%	?	-2
CSc1ccc(COC(=O)c2cc([N+](=O)[O-])ccc2N2CCOCC2)cc1	.	.	.	4	10	-26	.	0.0%	-1%	.	-4
COCCNC(=O)C1CC(=O)N(CCc2ccccc2)C1 (stereo unspecified)	1	-11%	2%	7	-3	-46	-3%	0.4%	-1%	11%	6
COc1ccc(NC(=O)CSCC(=O)N2CCN(c3cccc(C(F)(F)F)c3)CC2)cc1	.	.	.	11	4	3	.	0.0%	-6%	.	7
COc1cccc(/C=C/C(=O)c2ccc(C)c([N+](=O)[O-])c2)c1	6	3%	-1%	-17	18	3	-6%	-0.9%	-3%	10%	-2
O=C(CN1CCN(Cc2ccccc2Cl)CC1)N/N=C/C=C/c1ccco1	-2	6%	7%	-3	3	-8	-4%	3.1%	0%	.	6
CCCCn1c(N)c(N(CC(C)C)C(=O)c2c(-c3ccccc3)noc2C)c(=O)[nH]c1=O	.	.	.	11	4	23	.	-0.2%	3%	.	-2
Cc1ccc(CN2CCCN(Cc3ccc(F)cc3Cl)S2(=O)=O)cc1	0	.	-3%	8	12	-2	2%	-0.3%	0%	21%	3
COc1ccc(/C=C/C(=O)Oc2cccc(/C=N/NC(=O)c3cccc(F)c3)c2)cc1	-4	2%	19%	-11	4	0	-2%	-1.0%	-2%	-12%	-16
CC1CC(C)CN(C(=O)CN2C(=O)NC(C)(C)C2=O)C1 (stereo unspecified)	.	.	.	-12	-2	-1	.	-0.5%	-1%	.	2
CCc1cc2cc(C)cc(C)c2nc1SCC(=O)N1CCN(C(=O)c2ccco2)CC1	6	?	-4%	-10	16	1	3%	-3.7%	2%	-11%	-8
O=C(CCN1CCc2ccccc2C1)Nc1cccc(F)c1	1	3%	1%	0	30	-4	-2%	-0.6%	1%	4%	4
CCOC(=O)Cn1c(SC)nc2sc3c(c2c1=O)CC(C)(C)OC3	0	2%	-4%	?	8	1	13%	-0.2%	1%	-3%	-6
FC(F)(F)c1cnc2c(c1)Nc1ccccc1S2	-1	2%	4%	16	0	-7	-3%	0.6%	?	-1%	-8
Cc1ccc(CN2CC(C(=O)Nc3ccncc3)CC2=O)cc1 (stereo unspecified)	.	3%	1%	5	0	9	2%	-0.3%	-4%	.	1
C(=N\n1cnnc1)/c1cccc(Oc2ccccc2)c1	-2	10%	1%	0	1	8	-3%	0.1%	-1%	0%	-11
COc1ccc(OC)c(S(=O)(=O)NCCc2cn3ccsc3n2)c1	-1	5%	14%	5	-1	-9	-2%	0.4%	3%	-14%	-22
Cc1ccc2c(c1)N(CC(=O)NC1CCCCC1C)C(=O)CO2 (stereo unspecified)	0	0%	-24%	12	8	0	2%	-0.6%	2%	-25%	-7
Cc1ccc(S(=O)(=O)N2CCCOC2)cc1	-6	9%	-3%	12	-3	-4	1%	0.0%	0%	.	1
c1cc2[nH]snc2c2nc(C3CC3)nc12	-19	-6%	-10%	-15	0	-2	4%	0.3%	0%	1%	-3
O=C(CCC(=O)N1CCOc2ccccc21)N1CCCCC1	0	-6%	.	-9	4	-2	.	-0.7%	2%	3%	3
(cont.)
SMILES	FBPA coupling cs	PKM2 activator	CXXC DNA block	Giardia kill	TRPV1 agonist	KCNH2 3.1 block	GALK inhibitor	B2AR arrestin	USP2a block	Menin-MLL TR inh	hERG WT inh
COc1ccccc1N1CCN(c2ccc([N+](=O)[O-])nc2)CC1	0	-3%	16%	0	0	27	8%	3.8%	-1%	-8%	1
CCOc1cccc2c1OC1(C)CC2NC(=O)N1c1cccc(C(=O)NCc2ccccn2)c1 (stereo unspecified)	.	.	3%	13	2	?	-5%	-1.0%	0%	.	-5
C=CCNC(=S)Nc1nc2c(cc1C(=O)OCC)COC(C)(C)C2	1	-4%	-11%	-13	-1	3	-1%	-0.3%	0%	.	-1
O=C1NC(=O)C2(CCCc3ccccc32)N1 (stereo unspecified)	.	.	-3%	15	2	-15	-6%	-0.9%	1%	.	-19
C/C(=N\NC(=O)c1nn(C)c(C)c1Br)c1cccc(NC(=O)c2ccc(F)cc2)c1	3	-1%	-2%	0	0	2	3%	-0.5%	-1%	4%	3
O=C(COC(=O)C1=COCCO1)Nc1ncc(C(F)(F)F)cc1Cl	2	-2%	16%	1	-2	-6	0%	0.2%	0%	15%	-4
CCC/C(=N\NC(=O)C1CC1)c1ccc(Br)cc1	-2	-1%	10%	-1	?	-3	-5%	0.0%	0%	-5%	-14
CC/C(CC(=O)C(F)(F)F)=N\NC(=O)/C(C#N)=C/N(C)C	3	0%	-1%	0	0	-1	0%	6.6%	2%	5%	-2
CC(C)Cn1c(N)c(C(=O)COC(=O)c2c(F)cccc2F)c(=O)n(C)c1=O	3	4%	5%	-24	9	-15	-1%	0.0%	0%	4%	9
Cc1ccc(C2/C(=C(/O)c3ccc4c(c3)CC(C)O4)C(=O)C(=O)N2CCCn2ccnc2)cc1 (stereo unspecified)	.	.	28%	1	-3	10	0%	0.1%	0%	.	14
COc1cccc(N(C(=O)CNC(=O)c2ccco2)C(C(=O)NC2CCCC2)c2cccnc2)c1 (stereo unspecified)	2	0%	0%	-4	0	-7	-8%	-0.6%	2%	-18%	8
CCc1ccc(NC(=O)c2cc(C)nn2-c2ccccc2)cc1	4	.	-7%	-18	11	-6	-7%	-1.2%	5%	15%	-9
Cc1nnc(NC(=O)C2(c3ccccc3)CCOCC2)s1	2	-1%	-2%	-3	2	27	4%	0.0%	3%	-4%	0
NC(=O)CSc1nnc(-c2cccc(S(=O)(=O)N3CCOCC3)c2)n1C1CCCCCC1	0	-5%	-4%	7	0	-3	1%	0.2%	5%	-5%	-1
CCCOC(=O)Nc1cc(OC)c(Cl)cc1OC	5	-1%	5%	11	2	-8	1%	0.3%	3%	3%	6
O=c1oc(/C=C/c2ccccc2)nc2ccccc12	1	0%	-12%	-8	-3	-1	0%	0.2%	0%	-1%	-22
Cc1cc(Cn2nc(-c3ccccc3C)cc2C(=O)O)on1	.	.	.	-17	-4	?	.	0.3%	0%	.	-1
O=c1[nH]cnc2ccsc12	2	-1%	3%	-5	-2	-10	3%	0.2%	3%	-8%	7
COc1ccc(Cn2c(=O)sc3ccccc3c2=O)cc1	6	-5%	8%	1	20	-5	4%	-0.3%	-1%	28%	-10
O=C(COc1ccccc1Br)N1CCN(C(=O)c2ccco2)CC1	.	0%	-20%	-7	-3	-7	-8%	-0.4%	-1%	.	-3
O=C(CSc1ccccc1)Nc1cccc(S(=O)(=O)N2CCCC2)c1	0	23%	-2%	28	20	-2	-1%	0.4%	0%	3%	3

Five entries picked at random from those above, as already listed:
SMILES	FBPA coupling cs	PKM2 activator	CXXC DNA block	Giardia kill	TRPV1 agonist	KCNH2 3.1 block	GALK inhibitor	B2AR arrestin	USP2a block	Menin-MLL TR inh	hERG WT inh
CCCOC(=O)Nc1cc(OC)c(Cl)cc1OC	5	-1%	5%	11	2	-8	1%	0.3%	3%	3%	6
COc1ccccc1N1CCN(c2ccc([N+](=O)[O-])nc2)CC1	0	-3%	16%	0	0	27	8%	3.8%	-1%	-8%	1
O=C1NC(=O)C2(CCCc3ccccc32)N1 (stereo unspecified)	.	.	-3%	15	2	-15	-6%	-0.9%	1%	.	-19
CC/C(CC(=O)C(F)(F)F)=N\NC(=O)/C(C#N)=C/N(C)C	3	0%	-1%	0	0	-1	0%	6.6%	2%	5%	-2
C=CCNC(=S)Nc1nc2c(cc1C(=O)OCC)COC(C)(C)C2	1	-4%	-11%	-13	-1	3	-1%	-0.3%	0%	.	-1

Assay outcomes (PubChem)

Only part of the results is shown (hit frequency here may not be typical).
